# Bioassay records from PubChem BioAssay.
# proCasp7 act: activates human procaspase-7, counter-screen for procaspase-3 activators. P55210. actives 0.093% (n = 330,000). recombinant procaspase-7, Ac-DEVD-pNA absorbance 405 nm; D23A/D198A/D206A triple mutant, cannot self-cleave; scale: DMSO 0, 5 µM enzyme 100. activation, % at 8.5 µM;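 active = percent activation above the screen-wide mean plus 3 SD, cut at about 25% in these data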
#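 Assay system: Uncleavable procaspase-7 mutant enzyme; Input: 2 µM procaspase-7 mutant as dispensed; Also added: DEVD-pNA substrate; Medium: Zinc-free HEPES pH 7.4 with 300 mM NaCl, 0.01% Triton X-100; Timing: 1 h compound preincubation, 2 h substrate cleavage, 25 °C; Measured by: Epi-absorbance of released pNA at 405 nm, two timepoints.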
# AHR activator: human AHR activation; AHR-responsive luciferase reporter cells, luminescence; P35869; AID 2796; actives 2.5% (n = 320,000); activation, % at 5 µM; in the data active = activation above about 47%;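 note: 0% = vehicle wells and 100% = reference agonist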
# Target sequence (P35869 whole entry, looked up): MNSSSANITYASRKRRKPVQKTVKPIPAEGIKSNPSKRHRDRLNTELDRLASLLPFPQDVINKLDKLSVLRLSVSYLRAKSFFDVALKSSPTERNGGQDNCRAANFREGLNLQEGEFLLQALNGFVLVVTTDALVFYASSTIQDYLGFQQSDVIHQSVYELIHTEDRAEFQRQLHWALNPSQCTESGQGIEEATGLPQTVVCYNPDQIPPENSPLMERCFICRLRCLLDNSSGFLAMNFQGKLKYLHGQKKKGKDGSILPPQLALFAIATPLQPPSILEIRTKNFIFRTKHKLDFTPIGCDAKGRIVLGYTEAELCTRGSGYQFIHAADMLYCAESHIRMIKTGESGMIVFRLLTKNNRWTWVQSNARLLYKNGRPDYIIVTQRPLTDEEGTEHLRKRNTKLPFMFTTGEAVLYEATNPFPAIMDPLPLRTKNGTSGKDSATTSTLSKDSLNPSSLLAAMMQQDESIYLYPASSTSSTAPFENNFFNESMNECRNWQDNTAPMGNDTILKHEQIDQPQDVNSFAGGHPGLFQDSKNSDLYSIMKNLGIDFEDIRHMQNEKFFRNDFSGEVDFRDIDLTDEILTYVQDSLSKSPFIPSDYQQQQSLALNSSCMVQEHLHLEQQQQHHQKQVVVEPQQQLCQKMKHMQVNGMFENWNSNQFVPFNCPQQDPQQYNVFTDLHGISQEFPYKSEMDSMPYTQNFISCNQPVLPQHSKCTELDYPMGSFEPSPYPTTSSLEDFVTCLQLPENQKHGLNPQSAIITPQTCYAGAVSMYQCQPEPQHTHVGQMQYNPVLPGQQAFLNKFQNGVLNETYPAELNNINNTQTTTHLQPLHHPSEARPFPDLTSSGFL
# MEP2-GFP yeast: modulators of TOR pathway MEP2-GFP in S. cerevisiae. S. cerevisiae MEP2-GFP strain, flow cytometry GFP, 3 h; 100% = DMSO control level. GFP response vs DMSO, % at 10 µM. actives 0.51% (n = 330,000). AID 2016;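 active = GFP response versus DMSO above a set limit, roughly screen mean plus 3 SD, cut at about 180% in these data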;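 note: median GFP fluorescence of the barcode-gated MEP2-GFP cells per well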
# CIT2-GFP yeast: yeast TOR pathway CIT2-GFP modulation | S. cerevisiae CIT2-GFP strain, flow cytometry, 3 h; 100 means same as DMSO wells | GFP response vs DMSO, % at 10 µM | actives 0.065% (n = 320,000);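 active = GFP response relative to DMSO above a set limit, near the screen mean plus 3 SD, cut at about 150% in these data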;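 note: ratio of well median GFP fluorescence to mean of DMSO wells on the plate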
# AGP1-GFP MLPCN: yeast TOR pathway AGP1-GFP modulation | S. cerevisiae AGP1-GFP multiplex flow cytometry, 3 h; GFP as percent of DMSO wells | GFP response vs DMSO, % at 10 µM | actives 0.02% (n = 320,000) | AID 2066;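 active = GFP response relative to DMSO above a set limit, near screen average plus 3 SD, cut at about 150% in these data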;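 note: median GFP channel fluorescence of the gated AGP1 strain per well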
# procasp3 activ: procaspase-3 (human) activation; activation, % at 8.5 µM; P42574; actives 0.11% (n = 330,000); recombinant procaspase-3 D3A, Ac-DEVD-pNA absorbance 405 nm;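 active = activation above the mean of all tested compounds plus 3 SD, cut at about 21% in these data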;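 note: 0% = DMSO alone and 100% = DMSO wells spiked with extra 5 µM PC-3 D3A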
#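 Technique: 405 nm absorbance of p-nitroaniline, reads at 0 and 120 min; Test system: Procaspase-3 D3A mutant; Incubation: 1 h enzyme-compound preincubation, then 2 h substrate reaction, 25 °C; Repeats: singlicate, each compound tested once; Benchmarks: low control DMSO wells, high control DMSO plus 5 µM PC-3 D3A.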
# RPL19A-GFP yeast: alters RPL19A-GFP fluorescence in TOR pathway yeast screen. S. cerevisiae RPL19A-GFP strain, flow cytometry, 3 h; active compounds read low. percent response vs DMSO, % at 10 µM. actives 0.3% (n = 330,000). AID 2025;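 active = percent response vs DMSO below 50%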;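 note: median channel GFP fluorescence of the barcoded RPL19A-GFP strain; ratio of sample median GFP to plate DMSO average so 100% = DMSO; lower means less RPL19A-GFP as with rapamycin TOR inhibition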
# LAP4-GFP MLPCN: alters LAP4-GFP fluorescence in TOR pathway yeast screen. S. cerevisiae LAP4-GFP multiplex, flow cytometry GFP, 3 h; median GFP as percent of DMSO wells. GFP response vs DMSO, % at 10 µM. actives 0.34% (n = 320,000);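 active = GFP response vs DMSO above a set limit, about the screen mean plus 3 SD, cut at about 150% in these data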
# An asterisk follows results filed as active; · = no result given. An unsorted share of the library. About 3.5% of those tested had a hit in this group.
# Key to letters: A = proCasp7 act; B = AHR activator; C = MEP2-GFP yeast; D = CIT2-GFP yeast; E = AGP1-GFP MLPCN; F = procasp3 activ; G = RPL19A-GFP yeast; H = LAP4-GFP MLPCN
C=CCc1ccccc1OCCn1nnc2ccccc21
  A: -9.3 | B: 7.2 | C: 103.9 | D: 91.0 | E: 93.4 | F: 9.1 | G: 99.3 | H: 94.6
COc1ccc(Cn2cnc3c4cc(F)ccc4n(C)c3c2=O)cc1
  A: 6.2 | B: 2.6 | C: 92.5 | D: 95.2 | E: 99.6 | F: -2.8 | G: 96.4 | H: 101.6
O=c1c(C(c2ccccc2)c2c(O)sc3ccccc3c2=O)c(O)sc2ccccc12
  A: 3.6 | B: 4.6 | C: 98.9 | D: 89.5 | E: 106.8 | F: 5.2 | G: 104.2 | H: 110.7
CCCNC(=O)Cn1nc([N+](=O)[O-])c([N+](=O)[O-])c1C
  A: -3.3 | B: 0.4 | C: 88.2 | D: 90.1 | E: 88.8 | F: -2.7 | G: 99.8 | H: 77.8
CN(C)C(=O)CSc1nnc(-c2cc(-c3cccs3)nc3ccccc23)o1
  A: 3.5 | B: 0.0 | C: 99.5 | D: 88.2 | E: 101.2 | F: -5.6 | G: 94.9 | H: 103.2
CN(Cc1ccccc1)C(=O)Cn1c(=O)oc2cc(S(=O)(=O)N3CCCC3)ccc21
  A: 2.2 | B: 0.3 | C: 102.8 | D: 100.5 | E: 106.8 | F: 10.1 | G: 104.2 | H: 99.5
CN(C)c1ccc(N2C(=NC(=O)CC3CCCCC3)SC3CS(=O)(=O)CC32)cc1 (stereo not drawn)
  A: -6.2 | B: -1.0 | C: 103.4 | D: 104.3 | E: 106.3 | F: -6.5 | G: 104.1 | H: 94.6
C[C@H](CO)N1C[C@H](C)[C@@H](CN(C)S(=O)(=O)c2cn(C)cn2)Oc2ccc(NC(=O)Nc3ccccc3)cc2C1=O
  A: 5.6 | B: -0.4 | C: 97.9 | D: 85.3 | E: 92.1 | F: 4.4 | G: 93.0 | H: 90.9
O=C(CCS(=O)(=O)c1ccccc1)Nc1ccc2c(c1)OCO2
  A: -1.4 | B: 42.8 | C: 100.1 | D: 100.2 | E: 107.7 | F: 4.4 | G: 97.1 | H: 107.6
CC1CCN(C(=O)C2CCCN2S(=O)(=O)c2ccc(Cl)cc2)CC1 (stereo not drawn)
  A: 2.3 | B: 0.2 | C: 108.7 | D: 112.4 | E: 115.7 | F: 0.8 | G: 116.6 | H: 112.9
Cc1ccc(C(=O)C(C)OC(=O)c2cc(=O)[nH]c3ccccc23)cc1 (stereo not drawn)
  A: 7.5 | B: 3.1 | C: 88.6 | D: 88.7 | E: 89.3 | F: 7.2 | G: 86.6 | H: 96.8
COC(=O)[C@@H]1C[C@]2(Br)c3ccccc3N(S(=O)(=O)c3ccccc3)[C@@H]2N1C(=O)OC
  A: -0.1 | B: 1.6 | C: 97.3 | D: 100.3 | E: 91.8 | F: 4.8 | G: 104.2 | H: 108.3
Cc1ccccc1CC(=O)Nc1cccc(S(=O)(=O)N2CCCC2)c1
  A: 0.3 | B: -0.8 | C: 95.2 | D: 100.2 | E: 103.7 | F: 3.6 | G: 99.7 | H: 102.3
Cc1cccc(C)c1OCC(=O)Nc1ccccc1C(F)(F)F
  A: 0.9 | B: 3.0 | C: 108.2 | D: 106.2 | E: 114.5 | F: 1.3 | G: 105.5 | H: 106.2
O=C(O)C1Nc2c(C(=O)N3CCOCC3)cccc2C2C=CCC12 (stereo not drawn)
  A: -21.7 | B: 1.9 | C: 110.0 | D: 104.3 | E: 106.2 | F: -8.7 | G: 105.4 | H: 99.2
CCOC(=O)CNC(=O)C(NC(=O)C1CCC(C)CC1)C(C)CC (stereo not drawn)
  A: 2.9 | B: 1.3 | C: 100.2 | D: 99.9 | E: 95.0 | F: 2.0 | G: 95.0 | H: 100.2
O=C(NCc1cccs1)c1cc2c(s1)CS(=O)(=O)C2
  A: -3.1 | B: 1.5 | C: 102.3 | D: 94.5 | E: 98.5 | F: -5.1 | G: 101.6 | H: 95.4
O=C(Nc1ccc(Br)cc1)c1ccc(F)c(S(=O)(=O)N2CCN(c3ccccn3)CC2)c1
  A: 10.1 | B: 4.6 | C: 90.5 | D: 90.7 | E: 99.5 | F: 2.0 | G: 98.1 | H: 112.6
Cc1cccc(N2CCN(CC(O)COc3ccc(Cl)cc3)CC2)c1 (stereo not drawn)
  A: 9.9 | B: 0.1 | C: 105.1 | D: 101.9 | E: 102.7 | F: 5.6 | G: 104.8 | H: 95.8
Cc1ccc(S(=O)(=O)N2CCCSCC2)cc1
  A: 6.7 | B: 0.8 | C: 107.8 | D: 108.8 | E: 100.3 | F: -1.5 | G: 98.4 | H: 99.1
O=C(c1ccncc1)N1N=C(C2CCCCC2)CC1(O)C(F)(F)F (stereo not drawn)
  A: 4.0 | B: -1.1 | C: 96.6 | D: · | E: 86.1 | F: -5.5 | G: 88.6 | H: 89.1
COC(=O)C1=C(C)NC(=O)/C1=C\c1cc(C)n(-c2cccc(C)c2)c1C
  A: -0.8 | B: 0.3 | C: 103.1 | D: 97.6 | E: 97.5 | F: -4.5 | G: 97.8 | H: 107.8
CCC(C)NC(=O)c1nn(C)c(=O)c2ccccc12 (stereo not drawn)
  A: -4.0 | B: 3.7 | C: 100.5 | D: 93.8 | E: 96.8 | F: -1.6 | G: 92.0 | H: 96.5
CC1(C)Oc2nc3ccccc3n2/C1=C\C#N
  A: 5.5 | B: -0.2 | C: 100.2 | D: 92.3 | E: 97.2 | F: -4.9 | G: 96.3 | H: 92.8
O=C(NC(=S)Nc1ccc(S(=O)(=O)N2CCCC2)cc1)c1cccs1
  A: -10.9 | B: 4.6 | C: 95.7 | D: 100.0 | E: 99.2 | F: -3.2 | G: 105.2 | H: 86.6
CS(=O)(=O)c1nc(S(=O)(=O)c2ccc(Cl)cc2)c(N2CCC(O)CC2)s1
  A: -0.5 | B: 0.2 | C: 104.3 | D: 110.0 | E: 100.6 | F: -1.3 | G: 102.1 | H: 110.0
O=C(CCc1ccccc1)Nc1nccs1
  A: 6.3 | B: 4.9 | C: 106.6 | D: 97.2 | E: 101.7 | F: 1.6 | G: 101.6 | H: 100.1
COc1cc(C(=O)NCCC(=O)NC(C)C)cc(OC)c1OC
  A: 2.8 | B: 0.9 | C: 127.8 | D: 110.8 | E: 92.6 | F: 1.4 | G: 93.4 | H: 99.7

# Some of these compounds in order of molar mass, highest first:
# Key to letters: A = proCasp7 act; B = AHR activator; C = MEP2-GFP yeast; D = CIT2-GFP yeast; E = AGP1-GFP MLPCN; F = procasp3 activ; G = RPL19A-GFP yeast; H = LAP4-GFP MLPCN
O=C(Nc1ccc(Br)cc1)c1ccc(F)c(S(=O)(=O)N2CCN(c3ccccn3)CC2)c1
  A: 10.1 | B: 4.6 | C: 90.5 | D: 90.7 | E: 99.5 | F: 2.0 | G: 98.1 | H: 112.6
CS(=O)(=O)c1nc(S(=O)(=O)c2ccc(Cl)cc2)c(N2CCC(O)CC2)s1
  A: -0.5 | B: 0.2 | C: 104.3 | D: 110.0 | E: 100.6 | F: -1.3 | G: 102.1 | H: 110.0
O=C(NC(=S)Nc1ccc(S(=O)(=O)N2CCCC2)cc1)c1cccs1
  A: -10.9 | B: 4.6 | C: 95.7 | D: 100.0 | E: 99.2 | F: -3.2 | G: 105.2 | H: 86.6
Cc1cccc(N2CCN(CC(O)COc3ccc(Cl)cc3)CC2)c1 (stereo not drawn)
  A: 9.9 | B: 0.1 | C: 105.1 | D: 101.9 | E: 102.7 | F: 5.6 | G: 104.8 | H: 95.8
COC(=O)C1=C(C)NC(=O)/C1=C\c1cc(C)n(-c2cccc(C)c2)c1C
  A: -0.8 | B: 0.3 | C: 103.1 | D: 97.6 | E: 97.5 | F: -4.5 | G: 97.8 | H: 107.8
CCOC(=O)CNC(=O)C(NC(=O)C1CCC(C)CC1)C(C)CC (stereo not drawn)
  A: 2.9 | B: 1.3 | C: 100.2 | D: 99.9 | E: 95.0 | F: 2.0 | G: 95.0 | H: 100.2
COc1cc(C(=O)NCCC(=O)NC(C)C)cc(OC)c1OC
  A: 2.8 | B: 0.9 | C: 127.8 | D: 110.8 | E: 92.6 | F: 1.4 | G: 93.4 | H: 99.7
O=C(NCc1cccs1)c1cc2c(s1)CS(=O)(=O)C2
  A: -3.1 | B: 1.5 | C: 102.3 | D: 94.5 | E: 98.5 | F: -5.1 | G: 101.6 | H: 95.4
Cc1ccc(S(=O)(=O)N2CCCSCC2)cc1
  A: 6.7 | B: 0.8 | C: 107.8 | D: 108.8 | E: 100.3 | F: -1.5 | G: 98.4 | H: 99.1
CCC(C)NC(=O)c1nn(C)c(=O)c2ccccc12 (stereo not drawn)
  A: -4.0 | B: 3.7 | C: 100.5 | D: 93.8 | E: 96.8 | F: -1.6 | G: 92.0 | H: 96.5
